# PI5P4Ka inh: PI5P4K alpha (human) kinase inhibition. P48426. PI5P4Kalpha enzyme, ADP-Glo luminescence, 60 min; active compounds read low. max response, %. 330,000 tested, 1.2% active; active means max response of -50% or lower; inconclusive means between -30% and -50%; inactive means -30% or higher; further: value at the top dose of about 77 µM; on the % scale 0 is the no-effect control and ±100 the full control effect
# Target sequence (P48426 whole entry, looked up): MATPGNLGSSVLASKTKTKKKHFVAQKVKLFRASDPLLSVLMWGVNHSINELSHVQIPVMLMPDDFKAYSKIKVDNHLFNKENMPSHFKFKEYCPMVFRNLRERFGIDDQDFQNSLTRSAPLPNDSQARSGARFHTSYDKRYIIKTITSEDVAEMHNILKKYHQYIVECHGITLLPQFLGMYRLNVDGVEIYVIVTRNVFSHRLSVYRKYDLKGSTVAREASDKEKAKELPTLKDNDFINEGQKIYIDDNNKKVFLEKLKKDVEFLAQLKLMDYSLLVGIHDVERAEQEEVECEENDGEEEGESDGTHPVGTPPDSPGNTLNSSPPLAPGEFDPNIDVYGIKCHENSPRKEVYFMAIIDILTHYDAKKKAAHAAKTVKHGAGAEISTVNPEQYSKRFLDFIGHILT
#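 Human PI5P4Kalpha with substrate in 0.038 M HEPES pH 7.4, 0.28 mM EGTA, 0.1% CHAPS, 5% DMSO; reaction started with 5 microM ATP (final), 60 min at room temperature. ADP formed read by ADP-Glo luminescence.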
# aSyn rescue: alpha-synuclein toxicity inhibition in yeast; Potency, µM (doses to about 46.1 µM), for inactives: at the highest dose growth rescue (activation), hits mostly activators; 370,000 tested, 0.14% active; Yeast expressing alpha-synuclein, growth rescue, BacTiter-Glo, 24 h; further: potency means the concentration at half of the fitted maximal effect; % of control where 0% means no effect; nearly all actives have a fitted effect of over 65% in size
#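 Galactose-induced alpha-syn yeast (OD600=0.02, raffinose-pregrown) + pinned cpd, 24 hr, 30 deg C; growth by BacTiter-Glo luminescence. Growth restoration scores as activation.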
# IL-2 act: IL-2 activation | IL-2 activation reporter assay, cell-based qHTS; stimulated with anti-CD3/CD4/CD28 beads; in transgenic mouse T cells | activation, % (series mostly up to about 46 µM) | 360,000 tested, 0.065% active; in the data active means activation above about 50%; inconclusive means mostly about 30% to 49%; further: 0% is about no effect
#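 Readout: EGFP and DsRed signals by fluorescent plate cytometry. Unstimulated transgenic mouse T cells received compound 60 min before antibody-bead stimulation, then incubated 18 h at 37 degrees C.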
# FUS suppressor: FUS proteinopathy suppression in yeast; S. cerevisiae FUS-expressing, growth rescue, OD600, 24 h; 390,000 tested, 0.24% active; Potency, µM (highest dose often 76.6 µM), for the others: top-dose growth rescue (activation), hits mostly activators;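 further: potency means the concentration at half of the fitted maximal effect; plate controls were DMSO vehicle for no effect and reference control for full effect; nearly all actives have a fitted effect of over 55% in size; some results filed as inactive show a strong effect at the top dose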
#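 Compound concentration series was pinned onto galactose-induced FUS-expressing yeast seeded at OD 0.005. Plates sat 24hr at 30C; absorbance at 600 nm gave growth. DMSO served as background control.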
# WRN inhibitor: WRN helicase (human) inhibition. Q14191. WRN helicase unwinding, fluorescent forked duplex, kinetic. Potency, µM (top dose mostly 114 µM), for the others: at the top dose activity change, negative = inhibition, hits mostly inhibitors. 360,000 tested, 0.46% active; further: potency means the concentration at half of the fitted maximal effect; on the % scale 0 is the no-effect control and ±100 the full control effect; nearly all actives have a fitted effect of over 55% in size
#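 Screening of the MLSMR collection measured strand separation of a quenched forked DNA duplex (100 nM) by 20 nM WRN with 2 mM ATP, all final. Compounds were preincubated with enzyme 15 min at room temperature.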
# EPAC1 antagonist: blocks human EPAC1 exchange factor. AID 720709. EPAC1 GEF assay, Rap1b-BODIPY-GDP exchange fluorescence. 360,000 tested, 0.14% active. Potency, µM (top dose mostly 115 µM), for the others: at the top dose activity change, negative = inhibition, hits mostly inhibitors. O95398;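 further: potency means the concentration at half of the fitted maximal effect; plate controls were vehicle for no effect and positive control for full effect; nearly all actives have a fitted effect of over 50% in size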
# EPAC1 agonist: activates human EPAC1 exchange factor; O95398; EPAC1 agonist qHTS, biochemical assay; response scale: 100% = response to 6.5 mM cAMP; Potency, µM (highest dose often 154 µM), inactives show at the highest dose activation, most hits filed as activators; 360,000 tested, 0.073% active; further: potency means the concentration at half of the fitted maximal effect; nearly all actives have a fitted effect of over 60% in size
#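 Read-out is the fluorescence drop as BODIPY-GDP leaves Rap1B (480 nm excitation, 540 nm emission), recorded every 5 minutes over 30 minutes. Reactions held 100 nM EPAC1, 250 nM Rap1B–BODIPY-GDP and 50 uM GDP, with 6.5 mM cAMP setting full activation.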
# PLK1 PBD block: PLK1 (human) polo-box domain binding inhibition | AID 720504 | P53350 | Plk1 PBD binding of FITC phosphopeptide, fluorescence polarization | 360,000 tested, 2.8% active | Potency, µM, for the others: max response, negative = inhibition, hits mostly inhibitors; further: potency means the concentration at half of the fitted maximal effect; series mostly up to about 57 µM; on the % scale 0 is the no-effect control and ±100 the full control effect; nearly all actives have a fitted effect of over 65% in size
# Target sequence (P53350 whole entry, looked up, the tested form may be a part): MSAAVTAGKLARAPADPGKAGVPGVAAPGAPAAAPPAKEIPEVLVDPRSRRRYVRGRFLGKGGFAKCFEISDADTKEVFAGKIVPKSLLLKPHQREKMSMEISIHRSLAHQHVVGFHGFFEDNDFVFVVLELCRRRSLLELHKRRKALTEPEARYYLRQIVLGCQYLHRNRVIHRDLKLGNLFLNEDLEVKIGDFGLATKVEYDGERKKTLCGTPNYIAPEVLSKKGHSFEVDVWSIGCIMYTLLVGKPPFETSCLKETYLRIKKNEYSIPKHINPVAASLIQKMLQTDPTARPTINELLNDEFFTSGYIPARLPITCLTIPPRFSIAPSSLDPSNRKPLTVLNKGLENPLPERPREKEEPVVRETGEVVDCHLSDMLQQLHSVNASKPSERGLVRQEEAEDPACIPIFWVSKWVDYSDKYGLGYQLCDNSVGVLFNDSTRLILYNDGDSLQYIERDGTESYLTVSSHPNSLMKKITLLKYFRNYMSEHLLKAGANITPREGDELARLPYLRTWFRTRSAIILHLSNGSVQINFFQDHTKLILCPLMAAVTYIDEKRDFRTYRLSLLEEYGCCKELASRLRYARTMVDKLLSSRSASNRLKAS
# Abeta rescue: compounds reversing amyloid beta toxicity in yeast | yeast expressing A-beta42, growth rescue, OD600, 48 h; response scale: 0% DMSO, 100% iron-clioquinol control | 410,000 tested, 0.063% active | Potency, µM (titrated, usually from 46.1 µM), for the others: top-dose growth rescue, most hits filed as activators; further: potency means the concentration at half of the fitted maximal effect; nearly all actives have a fitted effect of over 55% in size
#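 Yeast A-beta toxicity model in growth medium with pinned compounds, 48 h at 30 C; growth read as absorbance at 600 nm. Normalized to FeCl3/clioquinol equimolar mix (positive) and DMSO (negative).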
# * = called active by the depositor; ? = inconclusive; . = not tested or not shown; [ ] = remark or other dose. Unless noted, the call rests on the fitted dose curve; in most records, active means well fitted curve in the direction sought with a large enough effect; inconclusive means small, poorly fitted or top-dose-only effect, or another doubt; inactive means no such curve, though single readings can be large; an effect the other way counts as inactive or inconclusive.
SMILES,PI5P4Ka inh,aSyn rescue,IL-2 act,FUS suppressor,WRN inhibitor,EPAC1 antagonist,EPAC1 agonist,PLK1 PBD block,Abeta rescue
O=C(C1CCCN(Cc2ccccc2C(F)(F)F)C1)N1CCCCC1 (stereo not given),5.2,5.8%,-1.2,-3.4%,-9.2%,4.7%,-1.6%,1.3%,-16.2%
NS(=O)(=O)c1ccc(NC(=O)COC(=O)c2cc([N+](=O)[O-])ccc2Cl)cc1,2.5,-5.6%,10.5,-8.4%,-7.8%,-12.5%,2.7%,1.6%,-6.4%
O=C1C2C3C=CC(CC3)C2C(=O)N1c1cccc(C(F)(F)F)c1 (stereo not given),7.9,-4.9%,3.1,12.3%,?,-0.3%,11.3%,-15.2%,19.3%
Cc1cc(C)n2ncc(C(=O)Nc3ccc(Cl)c(Cl)c3)c2n1,-12.8,0.3%,-2.3,8.7%,?,-7.1%,10.9%,?,7.1%
C=CCn1cc(/C=C2\SC(N3CCOCC3)=NC2=O)c2ccccc21,-7.4,-0.3%,-0.7,19.7%,-9.1%,-25.5%,3.3%,-10.3%,13.6%
Cn1c2ccc(F)cc2c2ncn(CCN3CCOCC3)c(=O)c21,2.4,3.0%,-0.9,-1.9%,-2.3%,-4.0%,-3.6%,0.3%,7.5%
CC(C)n1nnnc1C1c2ccccc2C(=O)N1Cc1ccc(F)cc1 (stereo not given),2.1,7.4%,0.8,0.0%,0.4%,-26.0%,-2.7%,-8.8%,-6.8%
COc1ccc(C2=NC(CO)(CO)CO2)cc1,0.9,1.5%,-0.4,-0.8%,-0.9%,-4.8%,-4.1%,7.1%,-4.8%
CC1=CC(=O)C(C(C)C)=CC1=NC(=O)c1ccc(C)cc1,-11.1,6.4%,-1.1,-30.8%,7.3%,9.8%,-9.0%,2.67µM*,-15.2%
CC1CC(C)(C)CC2(C1)NC(=O)N(CC(=O)NCCc1ccc3c(c1)OCCO3)C2=O (stereo not given),-4.1,-3.3%,0.5,14.6%,13.2%,-24.7%,-8.8%,-12.6%,-11.2%
Cc1nc2nc(C)c(CCC(=O)NCc3ccc4c(c3)OCO4)c(C)n2n1,.,-12.2%,-0.4,20.0%,0.1%,4.1%,1.9%,0.0%,2.6%
COC(=O)C1=C(N)OC2=C(C(=O)CCC2)C1c1ccc2c(c1)OCO2 (stereo not given),2.2,3.0%,0.1,-17.0%,-0.8%,14.2%,12.9%,-6.1%,3.2%
Cc1ccc(-n2c3c(cc(C(=O)N4CCN(C)CC4)c2=O)C(=O)CC(C)(C)C3)cc1,.,16.3%,2.2,14.8%,3.5%,0.0%,3.9%,-0.8%,26.8%
COc1ccc(CCNCCN2CCOCC2)cc1,7.0,2.6%,-0.3,-23.3%,19.0%,-4.1%,-12.5%,7.8%,-20.4%
COc1ccc(Nc2ccnc3ccccc23)cc1,?,1.5%,-3.5,-33.6%,-5.7%,-20.4%,5.0%,-1.2%,3.9%[9.22 µM]
CC1(C)Cc2c(cnn2-c2ccccc2)C(=O)/C1=N\NC(=O)c1ccccc1O,1.4,2.9%,-0.2,7.7%,-21.8%,-5.3%,0.1%,-1.1%,-33.8%[inhibitor]
COC(=O)/C(=C/c1ccco1)NC(=O)c1ccccc1,0.4,-3.7%,-0.5,.,-3.7%,-7.3%,6.0%,-15.5%,15.6%
CCC(C)N(C(=O)COc1ccc(NC(C)=O)cc1)C1CCS(=O)(=O)C1 (stereo not given),-3.3,2.8%,-1.1,-42.0%,-7.0%,-3.5%,12.7%,-3.8%,-0.4%
COc1cc(C(=O)NCC(=O)Nc2c(C)cccc2C)ccc1OCC(=O)N1CCOCC1,-3.0,-0.6%,0.1,-12.0%,-2.9%,-3.3%,-2.1%,-0.4%,9.5%
O=C1CSC(c2cccc(F)c2)N1c1ccccc1 (stereo not given),-2.0,13.6%,-3.4,5.1%,8.5%,2.7%,-14.1%,1.8%,-4.3%
CCN(CCCNC(=O)CSc1cc(=O)n(C)c2cc(Cl)ccc12)Cc1ccccc1,1.0,5.5%,-1.6,12.4%,-1.8%,-6.1%,3.9%,-9.3%,-31.6%[inhibitor]
CS(=O)(=O)NCCSc1nnnn1-c1ccccc1,1.6,4.0%,2.1,?,-2.2%,2.1%,1.7%,-1.9%,14.1%
Cc1cc(C)nc(NC(=O)/C=C/c2cccs2)c1,.,-23.3%,-0.3,9.0%,0.2%,0.3%,-0.6%,-2.7%,-8.0%
COc1ccc(-c2ncc3ccccn23)cc1OC,11.3,-0.1%,0.0,24.0%,6.6%,-2.2%,-5.7%,-1.5%,-7.3%
CCOc1ncccc1C(=O)N1CCN(S(=O)(=O)c2ccc(Br)cc2Cl)CC1,2.2,4.9%,2.1,3.0%,-1.3%,-1.8%,0.0%,1.8%,0.5%
Cc1nc(Sc2nnnn2-c2ccccc2)c(C#N)c(C)c1C,-2.3,0.1%,-2.0,14.4%,-7.8%,-17.6%,1.2%,-21.8%,-17.4%
CC(=O)N1CCc2cc(S(=O)(=O)NCCCOC(C)C)ccc21,4.4,6.2%,-2.1,10.9%,0.3%,0.0%,2.8%,-23.1%,-0.5%
O=C(OCc1ccc(COC(=O)c2ccccn2)cc1)c1ccccn1,1.4,2.8%,-1.3,11.7%,5.9%,0.0%,0.0%,-2.0%,12.4%
Cc1cc(C)c(NC(=O)C(=O)NCc2ccco2)c(C)c1,-0.1,-0.5%,0.3,-7.9%,-26.9%,-5.1%,13.6%,-12.9%,1.4%
CCOc1ccccc1NC(=O)C1COc2ccccc2O1 (stereo not given),4.9,1.5%,-0.2,?,-2.3%,-25.1%,-5.3%,-21.9%,-10.3%
C/C(CC(=O)Nc1cccnc1)=N\NC(=O)C(=O)NC(C)C,3.4,-0.5%,0.3,-18.1%,8.0%,-16.5%,-10.2%,1.5%,-2.8%
CC(C)(CNC(=O)c1cc(Cl)c(O)c(Cl)c1)N1CCCCC1,10.1,8.0%,-0.3,-6.9%,2.0%,-5.4%,5.7%,-1.9%,-10.6%
CSc1cccc(NC(=O)CCc2ccccc2)c1,-1.4,0.4%,0.9,-9.1%,-5.2%,0.6%,-0.1%,-1.9%,-16.4%
C[C@H](CO)N1C[C@H](C)[C@@H](CN(C)C(=O)Nc2ccc(C(F)(F)F)cc2)Oc2ccc(NS(=O)(=O)c3ccccc3)cc2C1=O,1.7,0.5%,-0.2,?,-10.9%,-9.2%,-12.3%,-5.5%,1.5%
CCOC(=O)c1nsnc1NCCSC(=N)N,-5.1,-1.7%,-0.3,-30.8%,6.4%,0.7%,-7.3%,?,0.7%
O=C(NCc1nc2ccccc2[nH]1)C1=C[C@@H](c2ccccc2)C[C@@H](OCCCCO)O1,-4.0,1.1%,-0.5,7.6%,-0.2%,-16.7%,12.0%,-2.9%,0.4%
Cc1ccc(S(=O)(=O)N2CCN(C(=O)COC(=O)c3c(C)noc3C)CC2)c(C)c1,0.8,-4.2%,-2.6,-9.0%,3.6%,26.7%,-9.9%,-3.1%,-15.2%
CC(=O)NCCC(=O)Nc1nc(-c2ccc3c(c2)OCCO3)cs1,0.6,13.5%,-2.1,-10.7%,7.5%,-4.4%,-20.1%,-2.4%,-21.2%
O=C(CCC1CCN(C(=O)c2cc(C(F)(F)F)ccc2Cl)CC1)NC1CC1,0.2,2.9%,-0.1,-10.5%,-6.4%,3.4%,-7.1%,0.3%,.
O=C(NCc1ccccn1)c1nc(Cn2ccc([N+](=O)[O-])n2)no1,-8.3,-0.1%,0.4,-16.8%,0.2%,2.1%,-5.7%,-0.5%,8.9%
Fc1ccccc1NC(=S)Nc1cccnc1,-2.4,2.1%,5.5,-16.1%,-8.3%,-2.3%,9.6%,-12.9%,1.2%
O=C1NC[C@H](c2ccccc2)OC(=O)[C@H](Cc2ccc(F)cc2)CC/C=C/C[C@@H]1CC(=O)N(CCO)Cc1ccccc1,1.1,3.7%,-0.7,?,-12.3%,-10.5%,4.0%,-2.4%,17.3%
CN1CCN(C(=S)NC(=O)c2cccc(S(=O)(=O)N(C)C)c2)CC1,-3.3,3.8%,-0.9,-0.9%,4.4%[57.1 µM],-9.8%,-1.5%,1.1%,4.6%
CN(CC(=O)N1CCCCC1)S(=O)(=O)c1cccc2nsnc12,2.1,-1.7%,-2.9,-4.2%,1.4%,-13.4%,4.1%,-11.3%,-4.3%
CCOc1ncccc1C(=O)OCc1ccc(C(=O)OC)cc1,1.3,1.5%,0.6,16.4%,-10.9%,-11.9%,6.5%,-6.4%,-11.1%

# A few values from the entries so far:
# Entry of O=C(NCc1nc2ccccc2[nH]1)C1=C[C@@H](c2ccccc2)C[C@@H](OCCCCO)O1 in EPAC1 agonist: 12.0%
# Entry of CC(C)(CNC(=O)c1cc(Cl)c(O)c(Cl)c1)N1CCCCC1 in PI5P4Ka inh: 10.1

# Next compounds follow:
SMILES,PI5P4Ka inh,aSyn rescue,IL-2 act,FUS suppressor,WRN inhibitor,EPAC1 antagonist,EPAC1 agonist,PLK1 PBD block,Abeta rescue
CCOc1ccccc1N1CC(C(=O)Nc2cc(Cl)ccc2C)CC1=O (stereo not given),5.2,-7.4%,-0.5,27.7%,-1.7%,7.1%,-0.7%,-6.4%,-1.4%
CCc1ccc(NC(=S)NCc2ccccc2)cc1,1.3,-0.5%,-2.4,-14.2%,-21.3%,4.8%,7.2%,-0.4%,-1.5%
Cc1nc2cc(C(=O)OCC(=O)Nc3ccc(C#N)cc3)ccc2n1-c1ccccc1,0.6,8.0%,-2.8,?,-29.2%[57.1 µM],-16.2%,-4.6%,-2.2%,12.3%
Cc1ccccc1NC(=O)Cc1nc(COC(=O)c2cccc(O)c2)cs1,-2.8,0.6%,0.0,-5.2%,-6.6%,-1.6%,-12.4%,4.7%,6.3%
CCc1noc(C)c1C(=O)N1CCN(S(=O)(=O)c2ccc(C(C)=O)cc2)CC1,1.9,-0.6%,1.3,2.7%,8.6%,6.9%,7.8%,-18.4%,6.5%
O=C(CCc1ccccc1)Nc1ccc(NC(=O)C2CC2)nc1,-8.0,-0.5%,-0.7,0.5%,4.9%,-24.5%,13.9%,-8.3%,14.2%

# High-throughput results from PubChem BioAssay.
